# Bioassay records as filed in PubChem.
# CXCR6 block: CXCR6 receptor inhibitors, primary screen, cell-based, beta-arrestin, luminescence, CHO-K1 PathHunter, 1536-well; C-X-C chemokine receptor type 6 (Homo sapiens), O00574; AID 602244, 2012; inhibition, % at 20 µM; hit rate 0.36% among 360,000; in the data active = inhibition above about 34%, passing the limit was not always enough;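 also: antagonist mode with CXCL16 agonist at 10 nM final; 0% = 10 nM CXCL16 with DMSO and 100% = unstimulated wells without agonist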
# MPTP block: mitochondrial permeability transition pore inhibitors, primary screen, biochemical, isolated mouse mitochondria, absorbance. inhibition, % at 10 µM. Ca2+ swelling absorbance, 30 min. hit rate 1.4% among 360,000. AID 602449, 2012;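 active = inhibition of 50% or more, scaled per plate between neutral and stimulator controls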;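 also: 0% = DMSO wells given calcium and 100% = 1 mM EGTA wells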
# CCR6 antag: CCR6 receptor antagonists, primary screen, cell-based, CHO-K1, luminescence, beta-arrestin, uHTS; CHO-K1 CCR6 PathHunter beta-arrestin, CCL20-stimulated; inhibition, % at 20 µM; hit rate 0.49% among 340,000; AID 493098, 2011;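 active = compounds whose inhibition of the agonist-driven luminescence signal at 20 µM reaches about 50%, limit read from the data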;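 also: cells stimulated with CCL20 at 14 nM final; plate controls were DMSO with CCL20 for no effect and DMSO without agonist for full effect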
# Target sequence (P51684 whole entry, looked up): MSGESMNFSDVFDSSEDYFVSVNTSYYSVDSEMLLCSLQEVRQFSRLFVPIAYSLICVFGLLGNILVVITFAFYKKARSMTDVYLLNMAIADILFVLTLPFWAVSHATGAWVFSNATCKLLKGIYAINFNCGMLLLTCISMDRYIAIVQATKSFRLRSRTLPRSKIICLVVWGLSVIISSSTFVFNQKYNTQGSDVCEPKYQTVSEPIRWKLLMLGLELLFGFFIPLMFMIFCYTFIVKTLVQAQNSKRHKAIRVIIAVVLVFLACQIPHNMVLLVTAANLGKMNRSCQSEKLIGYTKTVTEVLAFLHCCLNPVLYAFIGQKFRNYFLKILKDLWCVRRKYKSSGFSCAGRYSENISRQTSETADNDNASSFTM
# Gli-Sufu block: Gli-Sufu pathway antagonists, primary screen, luciferase luminescence, Sufu-KO-LIGHT cells, uHTS | Sufu-KO-LIGHT fibroblasts, Gli luciferase reporter luminescence | inhibition, % at 5 µM | hit rate 0.74% among 340,000;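 active = inhibition above about 55%, limit read from the data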;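 also: 0% = DMSO-treated cells and 100% = wells with medium but no cells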
# EBI2 antag: EBI2 receptor antagonists, beta-arrestin recruitment, primary screen, cell-based, luminescence, 7a,25-OHC stimulation, uHTS | G-protein coupled receptor 183 (Homo sapiens), P32249 | 7a,25-OHC stimulated | inhibition, % at 5 µM | hit rate 0.81% among 360,000 | AID 651636, 2012; in the data active = inhibition above about 38%;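 also: enzyme fragment complementation signal reports receptor beta-arrestin coupling in cells; 0% = agonist plus DMSO wells and 100% = wells without agonist; some results beyond the cut were filed as inactive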
# APOBEC3G inh: APOBEC3G DNA deaminase inhibitors, primary screen, biochemical, fluorescence, single-stranded DNA substrate, uHTS; hit rate 0.28% among 330,000; DNA dC->dU-editing enzyme APOBEC-3G (Homo sapiens), Q9HC16; inhibition, % at 20 µM; recombinant A3G, ssDNA deamination FAM/TAMRA fluorescence;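 active = inhibition of at least 40% at 20 µM, with no more than 30% in the related APOBEC3A deaminase screen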;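 also: plate controls were DMSO wells with A3G for no effect and wells lacking A3G enzyme for full effect; some compounds called inactive have numbers as strong as hits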
# Target sequence (Q9HC16 whole entry, looked up): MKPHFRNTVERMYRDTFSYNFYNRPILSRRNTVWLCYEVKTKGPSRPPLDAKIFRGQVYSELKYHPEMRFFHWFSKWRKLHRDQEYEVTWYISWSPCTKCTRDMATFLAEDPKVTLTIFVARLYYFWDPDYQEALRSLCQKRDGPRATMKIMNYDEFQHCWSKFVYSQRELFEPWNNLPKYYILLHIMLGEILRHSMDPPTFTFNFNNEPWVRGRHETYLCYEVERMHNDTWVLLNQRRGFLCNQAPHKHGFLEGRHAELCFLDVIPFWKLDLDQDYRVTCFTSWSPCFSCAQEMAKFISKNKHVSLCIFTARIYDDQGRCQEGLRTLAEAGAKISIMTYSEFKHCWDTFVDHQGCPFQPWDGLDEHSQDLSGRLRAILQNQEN
# GRIN3A LBD mod: binders of NR3A ligand-binding domain, primary screen, biophysical, differential scanning fluorimetry, uHTS. NR3A LBD differential scanning fluorimetry, Tm shift; 0% = protein alone, 100% = glycine-bound protein. hit rate 2.5% among 340,000. Tm shift relative to glycine control, % at 25 µM. Glutamate receptor ionotropic, NMDA 3A (GRIN3A) ligand-binding domain;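 active = melting temperature shift of at least 10% of the positive control shift, at one fixed dose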
# APOBEC3A inh: APOBEC3A ssDNA deaminase inhibitors, primary screen, selectivity assay for APOBEC3G inhibitor project, biochemical, FAM/TAMRA oligo cleavage fluorescence. DNA dC->dU-editing enzyme APOBEC-3A (Homo sapiens), P31941. recombinant A3A, FAM/TAMRA ssDNA deamination fluorescence. inhibition, % at 20 µM. hit rate 0.41% among 330,000. AID 493011, 2011;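 active = at least 40% inhibition at 20 µM here, with at most 30% in a related deaminase screen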;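 also: plate controls were A3A with DMSO for no effect and wells lacking A3A enzyme for full effect; some results filed as inactive read as strong as hits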
# Target sequence (P31941 whole entry, looked up): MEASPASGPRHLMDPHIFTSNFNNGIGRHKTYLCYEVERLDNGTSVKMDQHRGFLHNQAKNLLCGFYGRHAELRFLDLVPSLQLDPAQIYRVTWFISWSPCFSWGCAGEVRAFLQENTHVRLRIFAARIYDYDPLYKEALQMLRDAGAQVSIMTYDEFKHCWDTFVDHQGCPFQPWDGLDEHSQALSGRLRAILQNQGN
# The depositor's hits bear a star; / = not tested or not shown.
SMILES	CXCR6 block	MPTP block	CCR6 antag	Gli-Sufu block	EBI2 antag	APOBEC3G inh	GRIN3A LBD mod	APOBEC3A inh
COc1ccc(C(=O)NC(=S)Nc2nc(C)c(C(=O)N(C)C)s2)cc1	3.4	-0.9	13.0	-7.4	-0.8	-1.6	0.9	2.4
COc1ccc(N(C)S(=O)(=O)c2cccc(C(=O)N(C)Cc3ccc(C)o3)c2)cc1	6.7	-0.4	11.7	10.4	6.0	3.6	4.7	0.7
CNCCCc1[nH]nc(N)c1C#N	5.1	-0.2	10.8	-19.5	-6.8	-2.9	0.7	-3.6
COc1ccc(-c2cc(=O)oc3c(C)c(OC(C)C(=O)NCc4ccccn4)ccc23)cc1 (stereo not given)	3.5	-0.4	0.4	-3.3	23.9	-9.1	-0.7	-1.3
O=C(CCN1CCCCC1=O)NC1CCCN(Cc2ccc(Cl)cc2)C1 (stereo not given)	-12.6	2.7	3.5	3.2	-3.8	2.0	2.1	4.9
CC1CCN(CCOCCOc2ccccc2-c2ccccc2)CC1	7.1	5.2	4.4	16.4	0.5	2.3	-5.2	1.4
Nc1ccc(C(=O)OCC(=O)N2CCN(C(=O)c3ccco3)CC2)cc1[N+](=O)[O-]	1.6	-11.0	-7.3	-5.7	-4.8	-2.7	8.2	-1.4
COc1cccc(Oc2nc(-c3ccccc3O)nc3ccccc23)c1	6.0	1.2	12.1	6.2	1.4	-10.3	1.2	-5.8
CC(=O)N1CCCc2cc(S(=O)(=O)NC(C(=O)NC3CCCCC3)C(C)C)ccc21 (stereo not given)	-6.0	0.7	20.7	-11.0	-1.0	-6.3	-2.4	-3.8
O=C(c1ccc(NS(=O)(=O)c2cccc(C(F)(F)F)c2)cc1)N1CCCC1	-2.3	-0.4	-4.7	-3.9	3.1	-6.2	5.1	1.4
Cn1c(SCC(=O)NNC(=O)c2ccccc2)nnc1C(F)(F)F	-0.5	-2.0	5.4	2.9	-1.6	-11.0	-2.7	-2.5
Clc1ccc(-c2nc(NCCN3CCOCC3)c3ccccc3n2)cc1	-0.7	-1.3	14.0	5.4	22.9	0.0	7.5	1.2

# Next part.
SMILES	CXCR6 block	MPTP block	CCR6 antag	Gli-Sufu block	EBI2 antag	APOBEC3G inh	GRIN3A LBD mod	APOBEC3A inh
CC(=O)c1ccc(N2CCN(C(=O)Nc3ccc(C(C)C)cc3)CC2)cc1	-7.9	-4.8	9.8	18.4	6.9	-7.7	-0.7	1.4
COc1ccc(NC(=O)C2CCN(Cc3cnn(-c4ccccc4)c3-n3cccc3)CC2)cc1OC	4.7	-0.4	-19.1	-12.8	9.7	-2.4	-2.8	-2.8
COC(=O)C(Cc1ccccc1)NC(=O)CC(C)CC(=O)Nc1ccc(C)cc1 (stereo not given)	-3.4	0.0	13.6	-3.5	0.9	-11.3	-4.9	-5.7
Cc1oc(/N=C/c2ccccc2O)c(C#N)c1C	-4.3	-3.6	4.8	-4.2	-11.2	1.0	-2.0	-0.1
CCCn1c(N)c(C(=S)NC(=O)C2CC2)c(=O)n(C)c1=O	20.2	0.1	20.1	2.9	-13.0	/	5.3	/
CC(C)(C)[C@H]1CCC(=O)N([C@H](CSc2ccc(Br)cc2)Cc2ccccc2)CC1	13.1	-0.8	5.3	1.9	20.6	-5.1	9.7	1.5
COc1ccc(Cl)cc1NC(=O)c1nnn(CC(=O)Nc2ccc3c(c2)OCO3)c1N	-11.1	-0.8	-14.9	-3.6	-4.9	-3.7	20.3*	-1.7
Cc1snc(S(=O)(=O)/C(C#N)=N/Nc2cccc(C(F)(F)F)c2)c1C#N	7.0	103.8*	15.9	3.7	12.7	-1.2	24.4*	0.0
CCOc1ccc2oc(C(=O)NNC(=O)c3csc(N4CCOCC4)n3)c(C)c2c1	6.1	-0.5	3.2	4.5	-8.1	-6.8	-0.4	-2.3
COc1ccc(N2CCN(C(CNC(=O)c3ccco3)c3ccco3)CC2)cc1 (stereo not given)	3.0	-0.3	7.8	-6.0	0.3	-7.7	0.5	-6.2
O=C(/C=C\Nc1ccc(Br)cc1)c1cccnc1	-6.9	0.3	18.6	-92.7	4.2	0.7	-0.6	8.0
CC(C)(O)C#Cc1ccc(C(=O)N2CCN(c3ccc([N+](=O)[O-])cc3)CC2)cc1	-5.7	2.9	-11.9	25.3	-3.4	-6.6	-1.9	-4.9

# (cont.)
SMILES	CXCR6 block	MPTP block	CCR6 antag	Gli-Sufu block	EBI2 antag	APOBEC3G inh	GRIN3A LBD mod	APOBEC3A inh
COC(=O)c1sc(NC(=O)/C=C/c2ccc(C)o2)nc1C	5.8	0.3	15.3	-43.5	-7.4	-3.3	0.5	1.8
COc1ccc(C(=O)N2CCN(CCNC(=O)C(=O)Nc3ccc(F)cc3)CC2)cc1	-2.9	-1.7	-2.1	13.7	4.4	-6.2	-2.2	-0.6
CC(OC(=O)C1CC(=O)N(Cc2ccccc2)C1)C(=O)Nc1ccc(F)cc1Cl (stereo not given)	9.4	-0.3	8.7	1.3	6.1	-8.6	-0.4	-3.5
CSCCC(NC(=O)OC(C)(C)C)C(=O)NC(C(=O)NC(CC(C)C)C(N)=O)C(C)C (stereo not given)	-1.0	-1.8	17.3	8.2	0.9	-4.0	-1.4	-5.8
COc1ccc(OC)c(NC(=O)CNC(=O)c2ccc([N+](=O)[O-])cc2)c1	-14.2	0.7	-11.2	5.8	-11.8	-6.1	0.4	-1.1
Cc1cc(=O)c(C(=O)c2ccccc2)c(C)o1	-6.4	3.2	-9.5	2.4	-7.7	-6.9	-2.5	-1.3
CCCOc1ccc(C(=O)NCCC(=O)NCCCC(=O)O)cc1	5.3	1.2	-2.5	-20.3	-1.8	0.0	-3.8	-0.8
COc1ccc(S(=O)(=O)n2c(CCN3CCOCC3)nc3ccccc32)cc1	-0.4	-0.2	3.5	5.2	0.3	-1.0	-0.8	1.0
Cc1cc(C(=O)Nc2ccc(C)c(S(=O)(=O)N3CCOCC3)c2)c(C)o1	-4.6	0.0	-0.2	6.1	0.2	-8.4	0.0	-6.8
O=[N+]([O-])c1ccc(COc2cccnc2)cc1	8.4	1.8	1.8	-36.2	7.6	-4.5	-1.1	-0.5
COc1ccccc1/C=N/NC1=NCCCCC1	4.8	1.7	7.6	-6.5	0.6	-0.3	0.7	0.7
Cc1ccc(S(=O)(=O)Nc2cccc(C(=O)N3CCN(c4ccccc4O)CC3)c2)cc1F	3.1	0.1	-17.4	6.6	10.9	-7.4	-3.1	0.7

# Next records:
SMILES	CXCR6 block	MPTP block	CCR6 antag	Gli-Sufu block	EBI2 antag	APOBEC3G inh	GRIN3A LBD mod	APOBEC3A inh
O=C(c1ccc(Cl)c(Cl)c1)N1CCCC1	8.4	-2.6	6.3	4.6	-2.9	0.6	-0.6	9.5
Cc1ccc(-c2n[nH]c(=S)nc2-c2ccc(C)cc2)cc1	4.3	-0.4	0.0	0.9	4.1	/	2.0	/
CCNC(=S)N=Nc1c(O)[nH]c2ccc(C(C)C)cc12	12.3	4.4	35.4	-3.2	18.7	-9.2	-2.4	-1.5
O=C(Cc1cccs1)Nc1ccc(S(=O)(=O)N2CCCCC2)cc1	-7.2	-1.8	18.8	1.7	3.7	4.7	0.4	18.0
CC(=O)NCCn1c(SCc2ccccc2F)nc2ccccc2c1=O	2.9	1.9	15.1	1.0	2.0	4.1	-1.7	3.0
COc1ccc(NC(=O)CSc2ccccc2)cc1S(=O)(=O)N1CCCCC1	16.5	0.8	6.0	-2.4	-0.4	-3.1	-5.6	0.0
O=C(Nc1nc(-c2ccc(S(=O)(=O)N3CCCC3)cc2)cs1)c1ccco1	3.7	-0.5	-1.8	-6.1	-2.2	2.0	-3.1	-1.4
CCn1nnc(NC(=O)c2sc3ccccc3c2Cl)n1	-5.8	0.2	8.0	13.2	-5.6	-4.1	0.6	-2.8
COc1ccc(NC(=O)CN(C)C(=O)c2cn(-c3ccccc3)nc2-c2ccc(OC)cc2)cc1	-2.1	-0.6	8.1	-7.1	-4.6	-5.7	-6.7	-1.2
CC(=O)c1c(O)cc(=O)n(-c2ccccc2)c1-c1ccc(Cl)cc1	-0.6	0.6	-2.6	8.4	-1.3	-4.2	-1.2	-2.9
O=C(O)CCNC(=O)/C(=C\c1ccco1)NC(=O)c1ccco1	-3.5	-0.1	11.5	3.3	-4.9	-3.8	0.0	-4.1
COc1ccc(C(=O)O)cc1NC(=S)NC(=O)Cc1ccc(Cl)cc1	-2.5	-1.1	10.7	-0.2	-6.6	-3.9	0.5	-3.4

# The results go on.
SMILES	CXCR6 block	MPTP block	CCR6 antag	Gli-Sufu block	EBI2 antag	APOBEC3G inh	GRIN3A LBD mod	APOBEC3A inh
Cc1ccc(S(=O)(=O)N2CCN(Cc3nc4ccccc4[nH]3)CC2)cc1C	4.2	-2.3	-12.6	-4.3	1.2	-8.4	-0.8	-2.6
Cc1ccc(CNC(=O)C(NS(=O)(=O)c2cccc3nsnc23)c2ccccc2)cc1 (stereo not given)	4.3	0.9	13.2	10.0	2.1	-3.6	-2.9	-2.5
NC(=O)c1c(NC(=O)CCCn2cnc([N+](=O)[O-])n2)sc2c1CCCC2	-2.2	-0.1	-3.4	5.6	-6.2	59.2*	-0.4	4.0
CCOCCCNC(=S)Nc1ccc2nc(N3CCOCC3)cc(C)c2c1	-17.8	-1.2	-3.2	4.9	-3.2	-8.5	1.2	-6.2
Cc1nc2nc(-c3ccco3)[nH]n2c(=O)c1C	1.0	-1.6	2.3	2.7	-0.8	-2.8	0.9	1.0
Cc1cc(-c2csc(N)n2)c(C)n1CCc1ccccc1	12.3	0.7	19.4	0.1	6.6	2.6	-2.4	-0.7
COC(=O)CCN(C(=O)c1ccc(Cl)c([N+](=O)[O-])c1)c1ccccn1	-4.2	3.3	-8.3	-1.2	-1.9	1.1	0.9	-0.9
COc1cccc(C2Nc3ccc4ccccc4c3C3=C2C(=O)CCC3)c1O (stereo not given)	4.5	-0.3	7.9	4.3	7.2	-6.7	-6.7	-3.8
Cc1ccc(SCc2cc(=O)n3[nH]cnc3n2)cc1	-7.1	-3.3	-9.2	0.0	-13.1	2.4	2.1	0.9
O=C1c2ccccc2C(Nc2cccnc2)N1Cc1ccc2c(c1)OCO2 (stereo not given)	2.0	-0.9	3.3	-4.5	-3.1	-7.0	-0.4	-3.8
COc1ccc(Cl)cc1NC(=O)CN(C)C(=O)CN1C(=O)NC2(CCCC2)C1=O	5.8	-1.0	11.9	-4.1	2.1	-6.4	0.2	-1.1
O=C(NCCCN1CCCC1=O)c1csc2ccccc12	-9.0	-1.5	-3.8	-12.9	-10.9	-7.5	-1.2	0.2

# Further results.
SMILES	CXCR6 block	MPTP block	CCR6 antag	Gli-Sufu block	EBI2 antag	APOBEC3G inh	GRIN3A LBD mod	APOBEC3A inh
Cc1ccnc(NC(=O)c2ccc(Cl)c(S(=O)(=O)N3CCCC3)c2)c1	-2.5	2.5	9.0	-17.0	9.7	-0.6	-1.8	-1.2
Cc1cccc2nc(Cn3c(=O)n(CCC(=O)NCc4ccco4)c(=O)c4ccccc43)cc(=O)n12	1.6	6.9	6.0	6.3	-7.8	/	-0.9	/
CCN(CC(=O)NCc1ccc(Cl)cc1)C(=O)/C=C/c1cccs1	7.4	1.5	2.0	-14.2	39.8	7.1	-1.5	3.8
CCOc1ccc(-n2c(-c3ccccc3)c[nH]c2=S)cc1	-0.5	-0.2	-8.0	-13.1	-5.2	-6.4	-0.2	-2.4
C=CCOc1ccc(CN(C)c2ccc(S(=O)(=O)N3CCN(C)CC3)cc2[N+](=O)[O-])cc1	14.0	0.4	24.4	13.8	-6.9	-7.7	0.5	-2.9
